NR5A2 inv ag = NR5A2 inverse agonism in reporter assay | O00482 | HEK293T StAR-luciferase reporter, LRH-1 transfected, 24 h | inhibition, % at 3.6 µM | hit rate 0.13% among 360,000 | AID 602396;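 active means inhibition above the mean inhibition of all tested compounds plus 3 SD, cut at about 73% in these data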;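 further: 0% = DMSO wells and 100% = reporter-only cells lacking LRH-1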
Target sequence (O00482 whole entry, looked up): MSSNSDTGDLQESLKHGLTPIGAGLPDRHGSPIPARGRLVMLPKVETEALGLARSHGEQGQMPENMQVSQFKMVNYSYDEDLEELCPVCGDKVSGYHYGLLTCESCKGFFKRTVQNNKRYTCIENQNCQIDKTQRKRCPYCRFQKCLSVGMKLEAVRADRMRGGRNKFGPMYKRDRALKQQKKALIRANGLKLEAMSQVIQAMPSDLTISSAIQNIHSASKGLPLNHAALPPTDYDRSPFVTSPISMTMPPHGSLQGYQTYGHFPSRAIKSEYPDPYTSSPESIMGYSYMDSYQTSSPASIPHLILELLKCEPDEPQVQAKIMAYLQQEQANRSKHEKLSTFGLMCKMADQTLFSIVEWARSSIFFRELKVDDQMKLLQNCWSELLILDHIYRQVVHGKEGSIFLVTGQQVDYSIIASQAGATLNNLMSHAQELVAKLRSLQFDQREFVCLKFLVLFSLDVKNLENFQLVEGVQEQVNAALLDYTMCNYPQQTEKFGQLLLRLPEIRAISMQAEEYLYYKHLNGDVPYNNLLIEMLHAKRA
SRC1 inh = human NCOA1 inhibition; Q15788; HEK293 GAL4-SRC1 luciferase reporter, luminescence; AID 588354; hit rate 0.12% among 360,000; inhibition, % at 3.6 µM;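 active means inhibition above the campaign mean plus 3 SD, with each screening campaign given its own cutoff, cut at about 60% in these data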;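 further: 0% = DMSO treated cells and 100% = gossypol at 36 µM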
CF NFkB block = inhibitors of cystic fibrosis induced NF-kB; inhibition, % at 5 µM; KKLEB NF-kB-GFP reporter, PAF-induced, GFP fluorescence overnight; hit rate 0.86% among 360,000;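 active means at least 50% inhibition at 5 µM, scaled per plate between neutral and stimulator controls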;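 further: PAF is a Pseudomonas aeruginosa culture filtrate used as stimulus; plate controls were PAF-stimulated DMSO wells for no effect and unstimulated DMSO wells for full effect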
TWEAK Fn14 block = blocks TWEAK-Fn14 interaction in a reporter cell assay; TWEAK-stimulated Fn14 reporter cells, luciferase luminescence, 8 h; inhibition, % at 10 µM; hit rate 2% among 360,000; AID 1159606; in the data active means inhibition above about 50%
NCOA2 inhibitor = inhibits human steroid receptor coactivator 2; inhibition, % at 9 µM; AID 651957; hit rate 0.17% among 370,000; HEK293 GAL4-SRC2 luciferase reporter, luminescence; Q15596;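 active means inhibition above the mean inhibition of all tested compounds plus 3 SD, set per campaign, cut at about 52% in these data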;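 further: 0% = DMSO treated cells and 100% = cells given Gossypol at 36 µM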
NR2F2 inh = inhibitors of human COUP-TFII (NR2F2) | P24468 | HEK293T NGFI-A luciferase reporter, luminescence | inhibition, % at 8.6 µM | hit rate 0.7% among 370,000 | AID 686940;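 active means inhibition above a per-plate cutoff, mean inhibition of test wells between control levels plus 3 SD, cut at about 38% in these data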;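 further: cells cotransfected with COUP-TFII expression vector driving the NGFI-A reporter; 0% = median of COUP-TF2 test wells and 100% = reporter-only cells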
Target sequence (P24468 whole entry, looked up): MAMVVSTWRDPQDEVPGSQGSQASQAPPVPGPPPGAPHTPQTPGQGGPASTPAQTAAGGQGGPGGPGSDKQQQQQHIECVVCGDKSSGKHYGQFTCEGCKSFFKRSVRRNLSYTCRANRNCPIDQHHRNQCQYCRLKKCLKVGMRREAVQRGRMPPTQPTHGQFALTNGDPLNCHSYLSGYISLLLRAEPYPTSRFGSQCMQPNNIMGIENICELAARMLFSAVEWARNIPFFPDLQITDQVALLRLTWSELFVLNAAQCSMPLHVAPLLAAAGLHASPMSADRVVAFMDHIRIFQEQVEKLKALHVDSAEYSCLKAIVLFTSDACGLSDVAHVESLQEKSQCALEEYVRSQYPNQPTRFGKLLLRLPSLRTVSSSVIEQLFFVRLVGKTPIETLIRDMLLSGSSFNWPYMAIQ
TRAIL sens C8 = caspase-8 TRAIL sensitization | NB7+C8 cells + TRAIL, ATPlite viability luminescence | inhibition (viability loss, TRAIL sensitization), % at 10 µM | hit rate 1% among 360,000 | AID 624354;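 active means compounds causing at least 50% loss of cell viability in the single-dose screen, relative to plate controls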
KKLEB cytotox = CF airway cell cytotoxicity counter-screen. KKLEB CF airway cells viability, ATPlite luminescence, overnight; stronger effect = lower value; cells stimulated with P. aeruginosa culture filtrate. activity change (cytotoxicity), % at 5 µM. hit rate 0.36% among 360,000. AID 602141;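 active means corrected activity change at or below -50% at 5 µM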
LMP1 NFkB inh = Epstein-Barr LMP1 NF-kappaB reporter inhibition; AID 504558; hit rate 0.69% among 350,000; LMP1-induced NF-kappaB luciferase reporter cells, luminescence; inhibition, % at 12.5 µM; in the data active means inhibition above about 41%;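 further: 0% = neutral control wells and 100% = reference inhibitor control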
NCOA3 inh = inhibits human SRC3 coactivator | hit rate 0.17% among 360,000 | HEK293 GAL4-SRC3 luciferase reporter, luminescence | inhibition, % at 3.6 µM | Q9Y6Q9;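 active means inhibition above a per-campaign cutoff, the mean of all compounds plus 3 SD, cut at about 60% in these data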;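 further: 0% = DMSO-treated cells and 100% = gossypol-treated cells at 36 µM; higher means less SRC3-driven luciferase light from the GAL4 reporter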
TROY NFkB inh = blocks TROY-dependent signaling in reporter cells. Q293 LMP1-TROYcd NF-kB luciferase reporter, 4 h. inhibition, % at 10 µM. hit rate 0.98% among 360,000. AID 1347056;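 active means compounds whose plate-normalised and pattern-corrected inhibition of the luciferase reporter signal at the single screening dose is 50% or more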
* marks the source's active call; other numbers are inactive results; . = no result given.

Results follow in this order: NR5A2 inv ag	SRC1 inh	CF NFkB block	TWEAK Fn14 block	NCOA2 inhibitor	NR2F2 inh	TRAIL sens C8	KKLEB cytotox	LMP1 NFkB inh	NCOA3 inh	TROY NFkB inh
Cc1ccc(OCCC(=O)O)cc1
 : -10	-8	-20	5	7	1	-6	7	-2	6	-6
CCC(=O)Nc1nc2ccc(S(C)(=O)=O)cc2s1
 : 16	-34	22	7	-24	-5	5	-12	0	13	-26
Cc1ccc(S(=O)(=O)/N=C2/NC(=O)/C(=C\c3ccccc3)S2)cc1
 : -29	3	18	11	-32	-11	-4	-4	0	-8	13
Cc1cccc(-c2noc(CCCC(=O)Nc3cccnc3)n2)c1
 : -12	-1	3	-10	-3	4	-23	-2	8	6	16
CCN1CCN(S(=O)(=O)c2ccc(OC)c(NC(=O)c3ccccc3)c2)CC1
 : 6	-13	-15	10	-15	-12	-1	0	-13	3	-9
O=C(N/N=C/C=C/c1ccc([N+](=O)[O-])cc1)C1COc2ccccc2O1 (stereo not drawn)
 : 17	15	5	16	4	17	-5	4	-9	-14	-1
COc1ccc(Cc2nc3ccc(C(=O)NC4CCOC4)cc3o2)cc1OC (stereo not drawn)
 : 13	9	-17	7	3	10	-3	-7	2	10	3
CCN1CCN(C(CC(C)C)c2nnnn2CS(=O)(=O)c2ccc(C)cc2)CC1 (stereo not drawn)
 : 5	1	11	-2	11	-13	-15	-11	-6	12	9
CCOC(=O)c1cc2cc([N+](=O)[O-])cc(OC)c2oc1=O
 : 2	-18	12	13	-10	-5	10	-4	-11	13	4
Cc1nc2scc(-c3cccs3)c2c(=O)n1-n1cccc1
 : 18	1	17	-12	-4	-8	9	-5	5	8	0
O=c1oc(Nc2ccccc2F)nc2ccccc12
 : -83	-89	-14	22	-53	-32	3	-4	-12	-105	-30
CC(=O)c1ccc(OCCCC(=O)N2CCN(S(=O)(=O)c3cccs3)CC2)cc1
 : 6	5	-2	0	-8	-7	-3	-20	8	-5	2
COc1cccc2cc(-c3nnc(-c4ccccc4)o3)c(=O)oc12
 : -152	-60	-12	73*	-64	-24	38	-5	50*	-47	70*
Cc1[nH]n(-c2ccccc2)c(=O)c1N=Nc1c(O)cc(S(=O)(=O)N(C)C)c2ccccc12
 : -5	3	5	88*	-2	9	58*	-8	23	9	49
COc1cc2cc(CCOC(=O)c3ccco3)oc(=O)c2cc1OC
 : -5	6	4	-23	-8	-1	-9	-21	5	-2	-10
COC(=O)c1oc2ccc(Br)cc2c1NC(=O)c1ccccc1
 : -3	-2	14	-12	-30	-6	16	-22	1	9	-1
COc1cc(C)nc(OCCNC(=O)COc2ccc(Cl)cc2Cl)n1
 : 7	-1	-1	37	-17	14	-10	-6	1	4	.
[O-][N+](=Cc1c(Cl)cccc1Cl)CC1(O)CCCCC1
 : -6	5	-22	1	-8	-16	-1	10	-2	-3	-1
O=C(CSc1nnc(-c2cccnc2)o1)Nc1ccc(F)cc1
 : -43	-14	-7	-6	-9	-3	-3	-1	-1	5	-11
COC(=O)[C@H](CC(C)C)NC(=O)c1cc2c(cn1)[nH]c1ccccc12
 : 5	-10	-8	-10	14	-4	9	4	-3	-4	-17
O=C(CNS(=O)(=O)c1cccs1)N1CCCCC1
 : -28	-15	0	14	-15	8	-5	-10	-16	-8	-14
CCCc1nc(SCC(=O)N2CCC(C)CC2)c2c(=O)n(C)c(=O)n(C)c2n1
 : 1	-3	20	-5	17	7	19	-15	1	22	15
O=[N+]([O-])c1cc(C(F)(F)F)ccc1NCCCCNS(=O)(=O)c1ccc2ccccc2c1
 : -5	8	8	24	-26	11	5	-7	3	-1	16
CC(=O)[C@H]1CC[C@H]2[C@@H]3CC=C4C[C@@H](O)CC[C@]4(C)[C@H]3CC[C@]12C
 : -14	7	13	-8	1	-10	-11	2	-13	9	7
Cc1[nH]c(=O)[nH]c(=O)c1/C=N/NC(=O)[C@@H](NC(=O)OC(C)(C)C)C(C)C
 : 23	1	-6	10	3	-4	3	3	-1	14	3
Cc1cc(OCC(=O)OCC(=O)Nc2cc(C(F)(F)F)ccc2N2CCOCC2)ccc1Cl
 : 17	-2	4	4	18	-3	-3	-1	6	9	15
CCOc1ccc(CN2CCCC(CNC(=O)c3ccc(F)cc3)C2)cc1CO (stereo not drawn)
 : 12	-19	-12	3	11	10	-6	11	1	-1	-10
CCn1c(C)c(C)c2cc(C(=O)N3CCN(c4ccccc4)CC3)ccc21
 : -20	17	11	-6	2	-8	-26	-10	-5	13	4
Fc1ccccc1CNc1ccc(Cl)c(Cl)c1
 : 19	-10	0	-56	-9	-20	20	-7	0	-2	-76
COC(=O)c1cc(NC(=O)c2cccc(C(F)(F)F)c2)c(=O)oc1C/C=N/OCc1cccc(Cl)c1Cl
 : 28	4	14	6	-3	14	-15	-11	4	10	-15
CCCCC1CCC(C(=O)OCC(=O)N(CCOC)c2c(N)n(Cc3ccccc3)c(=O)[nH]c2=O)CC1 (stereo not drawn)
 : 4	-15	23	-4	-11	-10	19	-7	2	13	3
CCC(=O)NC(=S)Nc1ccc(OC)cc1OC
 : -13	-37	4	-3	9	4	-1	9	-1	-2	-37
CCN(CC)C(=O)C(=O)c1cn(CC(=O)NCC2CCCO2)c2ccccc12 (stereo not drawn)
 : 4	12	4	-1	15	4	22	2	10	9	-12
COc1ccc(C(=O)NC2CCCN(Cc3ccccc3F)C2)c(OC)c1OC (stereo not drawn)
 : -5	-4	8	-17	10	11	3	9	8	12	14
O=C(CSCc1ccccn1)Nc1ccccc1
 : -60	-36	7	1	-33	-2	0	-5	-11	-26	-11
O=C(Nc1ccc(NC(=O)c2ccco2)cc1)c1cnccn1
 : -42	-53	8	7	-32	-15	-15	-19	1	-53	-8
CCOC(=O)C1=C(O)/C(=C/c2ccccn2)SC1=Nc1ccc(Cl)cc1
 : 17	-28	-42	31	-20	2	11	-11	4	18	11
CCc1nc2ccc(C(=O)NCCN3CCNC3=O)cn2c1N(CCC(C)C)CCN(C)C
 : 12	8	-26	13	8	0	1	16	.	3	0
COc1cc(C#Cc2c(-c3cncn3C)n(C)c3ccc(-c4ccc5cc[nH]c5c4)cc23)cc(OC)c1
 : 0	-32	-13	-28	-13	-24	16	9	-12	-21	-18
O=C(C1Cc2ccccc2CN1S(=O)(=O)c1ccc(F)cc1)N1CCOCC1 (stereo not drawn)
 : -11	-2	5	-7	-8	10	-7	15	-2	0	15
CN(C(=O)c1cccc(NC(=O)Cc2cccc(NC(=O)C3CCN(C(=O)C4CCCC4)CC3)c2)c1)C1CCC1
 : 4	4	8	-11	-16	3	3	6	-1	2	19
C#CCn1c(=NC(=O)CN2C(=O)CCC2=O)sc2cccc(OC)c21
 : -10	-16	17	24	2	16	18	-1	-4	16	-11
CC(=O)c1cccc(NC(=O)C2Cc3c(-c4ccco4)ccnc3O2)c1 (stereo not drawn)
 : 10	11	14	10	-31	2	-1	-19	.	14	11
CN(C)c1cccc(C(=O)N/N=C/c2ccsc2)c1
 : -126	-60	3	6	-39	-29	58*	-4	5	-53	-78
CC1(C)CC(c2nc(-c3ccc(Br)cc3)cs2)CCS1 (stereo not drawn)
 : -8	3	19	4	-19	8	16	-3	-22	7	-11
O=C(c1c(F)cccc1Cl)N1CCN(S(=O)(=O)c2ccc3c(c2)OCCCO3)CC1
 : -6	-10	-29	1	-15	18	-13	5	1	6	13
Cc1onc(-c2c(Cl)cccc2Cl)c1/C(N)=N/OC(=O)C(C)(C)C
 : 6	2	8	4	11	10	9	-8	-5	4	-21
Cc1cc(=O)[nH]c(SCC(=O)N2CCCCCC2)n1
 : -2	-71	16	3	-5	6	4	4	2	18	8
CCOc1ccc(C(=O)/C=C/c2ccc(OC)c(OC)c2)cc1
 : 12	-23	13	17	-8	-4	5	-22	10	24	3
C=C(C)Cn1c(C2CC(=O)N(c3ccccc3F)C2)nc2ccccc21 (stereo not drawn)
 : 6	-8	16	7	11	15	-4	-21	7	-2	2
Cc1cc(OCc2cc(C(=O)NCC3(C)COC3)no2)cc(C)c1Cl
 : -21	5	-12	-5	20	20	9	-1	19	8	3
CCOC(=O)c1cnn(CCOC(=O)c2cccs2)c1NC(=O)c1cccs1
 : -30	1	-7	3	3	16	16	0	1	-12	11
CCCCC(=O)Nc1ccc(C)c(S(=O)(=O)N2CCCCCC2)c1
 : -9	-13	-13	7	35	8	5	-4	4	-5	11
O=C(COC(=O)c1cc(-c2ccccc2)nc2ccccc12)Nc1ccc2c(c1)OCO2
 : -15	-4	4	-30	-16	-6	-1	-8	1	3	-21
CC(C)C(=O)N1N=C(c2ccc(NS(C)(=O)=O)cc2)CC1c1cccs1 (stereo not drawn)
 : 10	10	11	25	-8	-25	-12	-7	3	20	-67
COc1ccc(CNCC(=O)Nc2ccccc2-n2cccc2)cc1
 : 14	-1	21	21	11	-1	-46	-8	-4	-5	19
CCOC(=O)c1ccc(S(=O)(=O)N2CCN(C(=O)C3CSC4(C)CCC(=O)N34)CC2)cc1 (stereo not drawn)
 : 1	13	25	6	-8	7	-3	1	-8	10	-19
CC(C)[C@H](NC(=O)c1ccccc1)C(=O)OCC(=O)N1CC(=O)Nc2ccccc21
 : 20	14	5	-6	4	-2	-5	5	13	10	11
CC(C)(C)c1ccc(-c2nc(C#N)c(NCCCn3ccnc3)o2)cc1
 : -8	-4	-2	-42	-4	7	-10	-14	-9	19	5
CC(=O)Nc1c(-c2ccccc2)nc2ncccn12
 : 4	-18	-18	-3	10	-5	9	2	0	10	-4

(listing goes on)
Results follow in this order: NR5A2 inv ag	SRC1 inh	CF NFkB block	TWEAK Fn14 block	NCOA2 inhibitor	NR2F2 inh	TRAIL sens C8	KKLEB cytotox	LMP1 NFkB inh	NCOA3 inh	TROY NFkB inh
COc1cccc(NC(=O)CCCNC(=O)Cn2cnc3sc(C)c(C)c3c2=O)c1
 : -12	7	-11	3	4	22	7	-1	1	9	-5
O=C(Nc1ccccc1)c1ccc2c(c1)OCCO2
 : -115	-80	-6	-3	-47	-19	34	0	-8	-93	-64
CN(c1ccccc1)c1nc(-n2ccnc2)nc(-n2ccnc2)n1
 : 31	-8	12	-7	-1	-18	11	-27	-14	-4	-5
CCOC(=O)N1CCN(S(=O)(=O)c2ccc(C(=O)N(CCCN(C)C)c3nc4cc(OC)ccc4s3)cc2)CC1
 : -27	-8	-18	-12	-32	-24	17	-10	-3	-4	-15
CCCc1nn(C)c2c(=O)[nH]c(-c3cc(S(N)(=O)=O)ccc3OCC)nc12
 : 14	-9	-16	-2	-19	8	-24	24	-2	12	17
Cc1csc(=O)n1CCC(=O)OCC(=O)NNC(=O)c1ccc(Br)cc1
 : 41	15	23	-24	-23	-5	2	-16	0	3	14
O=C(c1cc2ccccc2oc1=O)N1CCN(CCc2ccccc2)CC1
 : 13	-30	2	4	3	6	9	-4	5	14	-12
COc1ccc(C(=O)O/N=C/c2c(C(F)(F)F)nn(C)c2SCc2ccccc2Cl)cc1
 : -9	-9	36	14	-11	-6	11	-30	-3	11	-15
